Compound activity deposited in PubChem by Emory University Molecular Libraries Screening Center.
14-3-3g Raf: modulators of human 14-3-3 gamma - Raf peptide interaction. P61981. FP, 14-3-3gamma / TMR-pS259-Raf peptide binding. inhibition, % at 40 µM. 160,000 tested, 0.19% active. AID 422; in the data active = inhibition above about 30%;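 note: 0% = protein plus tracer without compound and 100% = blank with tracer alone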
Target sequence (P61981 whole entry, looked up): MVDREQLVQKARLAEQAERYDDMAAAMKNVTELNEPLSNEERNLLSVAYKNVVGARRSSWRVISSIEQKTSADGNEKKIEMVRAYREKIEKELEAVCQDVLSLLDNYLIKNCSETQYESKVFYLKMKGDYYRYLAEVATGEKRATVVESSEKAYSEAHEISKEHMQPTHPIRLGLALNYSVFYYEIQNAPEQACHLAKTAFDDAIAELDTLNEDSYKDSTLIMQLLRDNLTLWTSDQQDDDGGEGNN
* hit, by the source's call; & = joins results of further samples.

No. | SMILES | 14-3-3g Raf
1 | Cc1ccc(C(=O)Oc2ccccc2N2C(=O)C3CCC(C)CC3C2=O)cc1 (stereo not given) | 1
2 | O=C(c1ccc([N+](=O)[O-])o1)N1CCN(c2ccc(F)cc2)CC1 | 2
3 | Cc1nnc(SCC(=O)Nc2c(Cl)cccc2Cl)[nH]c1=O | 1
4 | CC1(C)CC(=O)c2cnc(NCC3CCCO3)nc2C1 (stereo not given) | -6
5 | COc1cc2c(C(=O)N3CCCCC3)cn(CC(C)C)c(=O)c2cc1OC | -3
6 | O=C(CCS(=O)(=O)c1cc(Br)cc2c1N(C(=O)C1CC1)CC2)N1CCN(c2cccc(C(F)(F)F)c2)CC1 | -17
7 | COc1ccc(S(=O)(=O)N(Cc2ccc(OC)c(OC)c2)Cc2ccco2)cc1 | -2
8 | CCCC(=O)c1c(NC(C)C)cc(C)oc1=O | -3
9 | CC(=O)c1[nH]c(C)c(C(=O)O)c1C | -1
10 | N#Cc1c(-c2ccccc2)cc(N2CCCCC2)n2c1nc1ccccc12 | -12
11 | Cc1ccc(N=C2NC(=O)C(CC(=O)Nc3ccc(Br)cc3)S2)cc1 (stereo not given) | -2
12 | COc1ccc(-c2nc3ccccc3o2)cc1NC(=O)COc1ccc(Cl)cc1C | -1
13 | Cc1cc(C)nc(NC(=O)NS(=O)(=O)Nc2ccc(Br)cn2)n1 | -4
14 | O=C(Nc1ccc(-c2nc3ccccc3o2)cc1)c1ccccc1F | 3
15 | Cc1ccc(C)c(CN2C(=O)c3ccccc3Sc3ccc(C(=O)NCCCN4CCOCC4)cc32)c1 | -2
16 | O=C(NCCc1ccccc1)C1CCN(S(=O)(=O)c2ccc(-n3cnnn3)cc2)CC1 | -7
17 | COc1ccc(C2C=C(c3cccc(Br)c3)Nc3nnnn32)cc1 (stereo not given) | -8
18 | CSc1nc2c(c(=O)[nH]1)C(c1ccc(C(C)C)cc1)C1=C(CCCC1=O)N2 (stereo not given) | 0
19 | COc1ccc(N=c2oc3ccc([N+](=O)[O-])cc3cc2C(=O)NC(C)=O)cc1 | -7
20 | Oc1cccc(-c2cc(-c3ccccc3)c3c(ccc4ncccc43)n2)c1 | 4
21 | S=C1NCCOCCOCCOCCNC(=S)N2CCOCCOCCN1CCOCCOCC2 | 2
22 | CCn1c(COc2ccc(Cl)c(C)c2)nnc1SCC(=O)N1CCCC1 | -4
23 | O=C(NC1CCCCC1)C1CCCN(c2nnnn2-c2ccccc2)C1 (stereo not given) | -1
24 | S=C(c1cn(CCOc2ccccc2Cl)c2ccccc12)N1CCCCC1 | -7
25 | N=c1n(Cc2ccccc2)c2ccccc2n1CC(O)c1ccco1 (stereo not given) | -22&-86
26 | COCCOC(=O)c1c(C)oc2cc(Br)c(OCc3ccccc3)cc12 | -14
27 | NC(=O)c1c(NC(=O)c2cc(-c3cccs3)on2)sc2c1CCCC2 | -51
28 | COC(=O)C1CCN(C(=O)CCC2CCCCC2)CC1 | -6
29 | CC12CC(NC(=O)N1CCc1ccccc1)c1cc(Br)ccc1O2 (stereo not given) | -22
30 | COc1ccccc1CNC(=O)CC1N=C2c3ccccc3N=C(SCc3ccccc3Cl)N2C1=O (stereo not given) | -28

4 of these compounds in a different format.
20. Oc1cccc(-c2cc(-c3ccccc3)c3c(ccc4ncccc43)n2)c1
- 14-3-3g Raf: 4
8. CCCC(=O)c1c(NC(C)C)cc(C)oc1=O
- 14-3-3g Raf: -3
26. COCCOC(=O)c1c(C)oc2cc(Br)c(OCc3ccccc3)cc12
- 14-3-3g Raf: -14
13. Cc1cc(C)nc(NC(=O)NS(=O)(=O)Nc2ccc(Br)cn2)n1
- 14-3-3g Raf: -4

Next compounds follow.
No. | SMILES | 14-3-3g Raf
31 | CCOc1ccc(NC(=O)c2cn(C)c(=O)c3cc(OC)c(OC)cc23)cc1 | -5
32 | O=C(CSCC(=O)Nc1ccccc1[N+](=O)[O-])Nc1ccccc1 | -3
33 | COc1ccc(CNC2CCCCC2)cc1 | 1
34 | COCCOC(=O)c1c(C)oc2ccc(OC(=O)COc3c(F)c(F)c(F)c(F)c3F)cc12 | 4
35 | Cc1ccc(C2CC(=O)c3cnc(NC(=O)c4ccco4)nc3C2)cc1 (stereo not given) | -17
36 | CCOC(=O)c1ccc(Oc2nc(NC(C)C)nc(NC(C)C)n2)cc1 | 2
37 | Cc1nc(NCc2ccccc2)[nH]c(=O)c1CCC(C)C | 0
38 | Cc1ccc2cc(CN(Cc3ccco3)C(=O)c3cccs3)c(=O)[nH]c2c1 | 1
39 | O=C(CSc1ccc2nnc(-c3ccccc3)n2n1)N1CCCCC1 | -1
40 | COC(=O)CCSc1cc([N+](=O)[O-])cc2c1c(C1OCCS1)nn2-c1ccccc1 (stereo not given) | -1
41 | O=C(COc1ccccc1)Nc1ccc2c(c1)OCO2 | -25
42 | O=C(Nc1sc2c(c1C(=O)O)CCC2)c1ccccc1F | -28
43 | CCOP(=O)(c1ccccc1)C(O)c1ccc(Br)cc1 (stereo not given) | 12
44 | c1ccc(-c2cc3c(Oc4cccc5cccnc45)ncnc3s2)cc1 | -5
45 | Cc1sc2ncn(CC(=O)NC3CCCCCC3)c(=O)c2c1S(=O)(=O)N1CCOCC1 | 3
46 | O=C(NC1CCCc2ccccc21)C1CCN(C(=O)c2sccc2-n2cccc2)CC1 (stereo not given) | -1
47 | CC(C)c1ccc(NC(=O)C(c2ccccc2)N(C)Cc2ccccc2)cc1 (stereo not given) | -11
48 | CC1(C(=O)NCc2cccnc2)CCC(=O)N1Cc1ccc2c(c1)OCO2 (stereo not given) | 3
49 | CCOC(=O)c1cnc2ccc(Cl)cc2c1Nc1cc(C)ccc1OC | -22
50 | CCOC(=O)N1CCN(c2c(N3CC=C(c4ccccc4)CC3)c(=O)c2=O)CC1 | 2
51 | COc1ccc(C(=O)CCN(C)C)cc1 | -12
52 | O=C(NCc1ccncc1)C1CCCN(S(=O)(=O)Cc2ccccc2)C1 (stereo not given) | -3
53 | CC(C)N(Cc1nc(-c2ccccc2)no1)C(=O)c1ccc(Br)o1 | -5&-11
54 | Cc1ccc(N=Cc2c(C)c(Cl)c(C)c([N+](=O)[O-])c2O)cc1C | -44
55 | O=C1c2cccnc2C(=O)N1c1nccs1 | -3
56 | COc1ccc(OC)c(CN2C(=O)c3ccccc3C2C(=O)NC2CCCCCC2)c1 (stereo not given) | -8
57 | NC(=O)C1CCN(C(=O)CNC(=O)Cn2cnc3ccccc3c2=O)CC1 | 2
58 | Cc1cccc(NC(=O)c2ccc(N3CC4CC(C3)c3cccc(=O)n3C4)c(NC(=O)c3ccc(F)cc3)c2)n1 (stereo not given) | -1
59 | CC(=O)c1c(C)oc2c1cc(NS(=O)(=O)c1ccc(Cl)c(C)c1)c1ccccc12 | -20
60 | CCC1=NN(C(=O)c2ccccc2Br)C(O)(C(F)(F)F)C1 (stereo not given) | 1

4 entries drawn at random from the list so far:
No. | SMILES | 14-3-3g Raf
51 | COc1ccc(C(=O)CCN(C)C)cc1 | -12
55 | O=C1c2cccnc2C(=O)N1c1nccs1 | -3
46 | O=C(NC1CCCc2ccccc21)C1CCN(C(=O)c2sccc2-n2cccc2)CC1 (stereo not given) | -1
50 | CCOC(=O)N1CCN(c2c(N3CC=C(c4ccccc4)CC3)c(=O)c2=O)CC1 | 2

(list continues)
No. | SMILES | 14-3-3g Raf
61 | Cc1cccc2c1nc(-c1ccccc1)n1nnnc21 | -12
62 | O=C(Nc1cccnc1)c1cnn2c(C(F)(F)F)cc(-c3cccs3)nc12 | -8
63 | Nc1c(S(=O)(=O)Cc2ccccc2)sc2nc(-c3cccs3)cc(-c3ccccc3)c12 | -62
64 | Cc1ccccc1OCC(=O)N1CCC(C(N)=O)CC1 | -5
65 | Brc1ccc2ncnc(NCC3CCCO3)c2c1 (stereo not given) | -3
66 | CCCC(=O)Nc1ccc2c(c1)nc1n2CCOC1 | -7
67 | Cc1nn(-c2ccc(C(=O)O)cc2)c(=O)c2ccccc12 | -2
68 | O=C(Cn1c(=O)n(-c2ccccc2)c(=O)c2c3c(sc21)CCC3)c1ccccc1 | -16
69 | CCOC(=O)Nc1nnc(CCc2ccccc2)s1 | 8
70 | CC1CCCC(C)N1CCCNC(=O)C1c2ccccc2C(=O)N1Cc1ccc2c(c1)OCO2 (stereo not given) | -8
71 | CSCCOC(=O)C1=C(C)NC(=O)NC1c1cccc(O)c1 (stereo not given) | -10
72 | O=C(CSc1nnc(C2COc3ccccc3O2)o1)NC1CCCCC1 (stereo not given) | 3&-4
73 | N#CCc1ccc(NC(=O)c2cccs2)cc1 | -7
74 | COc1ccc(C)cc1NC(=O)c1nnn(CCc2ccccc2)c1N | 1
75 | Cc1cccc(-n2nnnc2SCC(=O)NCCN2C(=O)CSC2=O)c1 | -3
76 | O=C(CN1C(=O)CCS(=O)(=O)c2ccccc21)Nc1ccc2c(c1)OCCO2 | -4
77 | Cc1cc(C)nc(SCC(=O)Nc2ccc(Cl)cn2)n1 | 0
78 | COc1cc(S(=O)(=O)NCCOC23CC4CC(CC(C4)C2)C3)c(C)cc1C | 0
79 | O=C(c1ccc(Cl)cc1)N1CCN(c2ccc(F)cc2)CC1 | 6
80 | NS(=O)(=O)c1ccc(CCNc2ncnc3sccc23)cc1 | -28
81 | CC1CCCC(C)N1c1nnc(NC(=O)Cn2c(=O)oc3ccccc32)s1 (stereo not given) | 2
82 | CCc1nc(OCCN(CC)CC)c2oc3ccccc3c2n1 | -5
83 | O=C(CNC(=O)c1cccs1)OCC(=O)c1cccs1 | -6
84 | COc1ccc(C2=CC(c3ccccc3Cl)NC(=S)N2)cc1 (stereo not given) | -7
85 | CCOC(=O)Cn1c(=N)n(CC)c2ccccc21 | -9
86 | O=C(c1nn2c(c1Cl)NC(c1ccco1)CC2C(F)(F)F)N1CCSCC1 (stereo not given) | -15
87 | CCCSc1nnc2c(n1)OC(c1cc(Br)c(O)c(OC)c1)Nc1ccccc1-2 (stereo not given) | -6
88 | CC(=O)Oc1ccc(N2C(=O)c3ccc(C(=O)Nc4ccc(C(=O)O)cc4)cc3C2=O)cc1 | -5
89 | CC(=O)C1=NN(c2ccccc2C)C2C(=O)N(c3ccc(Br)cc3)C(=O)C12 (stereo not given) | -28
90 | CCCc1cc(=O)[nH]c(SCC(=O)N(Cc2ccccc2)C(C)C)n1 | -14
91 | CC(=O)Oc1cccc2ccc(C=Cc3ccccc3OCc3ccccc3)nc12 | -3
92 | CCn1c(=NC(=O)c2ccc(S(=O)(=O)N(C)C)cc2)sc2c3ccccc3ccc21 | -10
93 | CCCCCCc1c(O)nc(SCC(=O)O)[nH]c1=O | 4
94 | CC(=O)N1CCN(C2c3cccc4cccc(c34)C2NS(=O)(=O)c2ccc(Cl)cc2)CC1 (stereo not given) | -7
95 | CCNc1nc(OC)nc(SCC(N)=O)n1 | 1
96 | CN(c1ccc(Br)cc1)S(=O)(=O)c1ccc2[nH]cc(C(=O)NC3CCCCCC3)c(=O)c2c1 | -28
97 | Cc1sc2c(c1C)c(=O)n(-c1ccc(F)cc1)c(=O)n2Cc1ccc(F)cc1 | 0
98 | COc1ccc(-c2cc(C(=O)O)c3cc(Br)ccc3n2)cc1OC | -2
99 | O=C(Nc1ccccc1)c1cc2cc([N+](=O)[O-])ccc2oc1=O | -1
100 | CCCc1cc2c(=O)c(-c3ccccn3)c(C)oc2cc1O | -3
101 | CCOC(=O)c1cnc2scnn2c1=O | 4
102 | O=C(CSc1nc2ccccc2[nH]1)Nc1cccc(C(=O)O)c1 | -13
103 | Cn1c(=O)c2nc(-c3ccccc3)oc2c2ccccc21 | -1
104 | COc1cc(-n2c(C)nc3cc(C(=O)NC4CCCCCC4)ccc32)cc(OC)c1OC | -51
105 | O=c1cc(N2CCN(c3ccc(F)cc3)CC2)[nH]c(=O)n1C1CCCCC1 | -5
106 | CCOC(=O)Cc1cc(=O)n(-c2nc3ccccc3s2)[nH]1 | -16
107 | C=CCn1c(-c2ccco2)n[nH]c1=S | 3
108 | O=C(Nn1cnnc1)c1ccccc1CCc1ccccc1 | 10
109 | COc1ccccc1C(=O)C1Nc2ccccc2-c2nnc(SC)nc2O1 (stereo not given) | 2&-5
110 | O=C(NCc1ccccc1Br)c1ccco1 | 2
111 | O=C(NCCCN1CCOCC1)C1CCC(=O)N1CCc1ccccc1 (stereo not given) | -3
112 | CN1C(=O)CC(C(=O)Nc2ccc(OC(F)(F)Cl)cc2)SC1=Nc1ccccc1 (stereo not given) | -2
113 | COc1ccc(S(=O)(=O)N2CCN(C3CCCCCCC3)CC2)cc1 | 0
114 | CN1CCN(CC#CC2(O)CCCCC2)CC1 | 4
115 | CC(=O)N1CCc2cc(Br)cc(S(=O)(=O)N3CCC(C(=O)NCCc4ccccc4)CC3)c21 | 2
116 | CCC(=O)Nc1nonc1-c1nc2ccccc2n1Cc1ccc(Cl)c(Cl)c1 | -14
117 | Clc1ccc(Cn2c(CNc3ccccc3)nc3ccccc32)cc1 | -14
118 | Cc1ccc(S(=O)(=O)C2(C(=O)Nc3cccc(Cl)c3)CC2)cc1 | -2
119 | O=C(Nc1ccc(CN2CCOCC2)cc1)c1cccs1 | 11
120 | CC(Sc1nc(-c2ccccc2)cc(C(F)(F)F)n1)C(=O)N1CCCC1 (stereo not given) | -5

New compounds follow
No. | SMILES | 14-3-3g Raf
121 | CCOC(=O)N1CCN(c2c(NCCCN(C)c3ccccc3)c(=O)c2=O)CC1 | -2
122 | O=C(Cn1c(=O)[nH]c2ccsc2c1=O)Nc1ccc(F)cc1 | 1
123 | Cn1c2ccccc2c2c(C(=O)N3CCN(c4ccccc4F)CC3)cn(C3CCCC3)c(=O)c21 | -3
124 | N=c1n(CCOc2ccccc2)c2ccccc2n1CCN1CCOCC1 | 0&4
125 | CCOc1ccc(NS(=O)(=O)c2cc(Cl)ccc2OC)cc1 | -2
126 | CC1=C(Nc2ccc(C(=O)O)cc2)C(=O)c2ccccc2C1=O | -15
127 | CC(C)Nc1ncnc(N)c1[N+](=O)[O-] | 4
128 | CC(=O)C1C(c2ccc3ncccc3c2)NC(=O)NC1(O)C(F)(F)F (stereo not given) | 2
129 | COC(=O)c1cnn2c(C)c(Cc3ccccc3C)c(C)nc12 | -8
130 | CCOc1ccc(NC(=O)CN2C(=O)C3C4CCC(C4)C3C2=O)cc1 (stereo not given) | 4
131 | O=C1C=C(c2ccccc2)OC2(CCCC2)O1 | 6
132 | COc1ccc(Nc2ncnc3c2cnn3-c2cccc(C)c2)c(OC)c1 | 2
133 | Cc1cc(NC(=O)CSc2nc3c([nH]c4ccccc43)c(=O)n2-c2ccc(Cl)cc2)no1 | -2

The list is partial (hit frequency here may not be typical).
